Source: PubChem BioAssay
TRPC4 agonist: opens the mouse TRPC4 cation channel; Q9QUQ5; HEK293 TRPC4beta/mu-opioid, Fluo4 calcium fluorescence; hits give high values; B-score at 10 µM; hit rate 0.49% among 310,000; AID 2237;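 active = B-score above 5 SD of library B-scores, and initial fluorescence ratio not above library mean plus 5 SD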;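 note: positive B-score marks a calcium rise read as TRPC4 activation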
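Material: TRPC4beta and mu-opioid receptor HEK293 stable cells | Incubation: 45 min room-temperature Fluo4 loading, 110 s read | Detection: Kinetic Fluo4 calcium fluorescence | Measure: Integrated baseline-normalised fluorescence ratio, converted to per-well B score | Benchmarks: Low control buffer alone, high control maximal DAMGO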
TRPC6 inh: mouse TRPC6 channel inhibition. AID 2553. B-score at 10 µM. Q61143. HEK293-TRPC6, membrane potential dye, ACh-evoked depolarization; hits give low values. hit rate 1.1% among 310,000;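 active = B-score under library mean minus 3 SD, initial fluorescence not abnormally high, positive integrated signal ratio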;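 note: B-score derived from integrated fluorescence ratio over the kinetic read; more negative B-score means stronger inhibition of depolarization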
Target sequence (Q61143 whole entry, looked up): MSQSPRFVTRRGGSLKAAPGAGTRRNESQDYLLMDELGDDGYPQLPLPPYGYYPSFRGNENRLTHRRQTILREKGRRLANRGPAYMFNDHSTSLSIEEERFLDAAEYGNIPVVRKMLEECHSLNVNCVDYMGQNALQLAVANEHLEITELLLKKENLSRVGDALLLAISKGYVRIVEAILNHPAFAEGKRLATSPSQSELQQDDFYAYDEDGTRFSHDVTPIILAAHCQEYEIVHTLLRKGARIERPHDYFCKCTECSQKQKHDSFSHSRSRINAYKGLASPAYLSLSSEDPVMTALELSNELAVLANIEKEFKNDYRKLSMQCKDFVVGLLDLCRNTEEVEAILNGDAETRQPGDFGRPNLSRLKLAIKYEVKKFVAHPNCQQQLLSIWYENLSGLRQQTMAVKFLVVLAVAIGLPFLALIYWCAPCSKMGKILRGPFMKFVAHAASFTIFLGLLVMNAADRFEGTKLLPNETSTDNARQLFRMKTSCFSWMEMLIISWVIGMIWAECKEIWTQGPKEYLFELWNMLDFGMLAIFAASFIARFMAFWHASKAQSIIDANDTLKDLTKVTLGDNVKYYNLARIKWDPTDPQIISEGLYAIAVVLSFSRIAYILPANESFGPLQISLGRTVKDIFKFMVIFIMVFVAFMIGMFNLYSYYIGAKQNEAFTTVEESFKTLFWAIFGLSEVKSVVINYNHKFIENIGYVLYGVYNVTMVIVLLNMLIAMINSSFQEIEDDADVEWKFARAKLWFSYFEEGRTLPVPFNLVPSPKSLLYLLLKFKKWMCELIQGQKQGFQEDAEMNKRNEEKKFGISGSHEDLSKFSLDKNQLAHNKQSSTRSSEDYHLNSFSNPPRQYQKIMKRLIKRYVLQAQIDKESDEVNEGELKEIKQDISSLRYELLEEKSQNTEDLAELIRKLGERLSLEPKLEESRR
PolyA inh: yeast polyadenylation inhibition. hit rate 0.02% among 300,000. S. cerevisiae SKY197-pL101 polyadenylation reporter, beta-gal luminescence; efflux-impaired pdr1/pdr3 knockout yeast; score 100 = 6 SD above DMSO. calls only at 12 µM;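 active = lowest replicate activity score at least 50, where 100 means six control SD above control mean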;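 note: yeast exposed to compound for 9 h at 30 °C; higher score means more reporter readthrough which indicates perturbed polyadenylation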
HIF activator: HIF pathway transcriptional activation | U2OS HRE-luciferase reporter, luminescence; normalized: DMSO 0%, desferrioxamine 100% | activation, % at 7.5 µM (by protocol) | hit rate 0.32% among 300,000;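 active = mean activation of at least 10% of the iron chelator positive control signal, with at least half of replicates also reaching 10%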
MrgX1 antagonist: antagonists of human MrgX1 receptor; MRGX1-HEK293 calcium flux, Fluo-4, BAM8-22 antagonism; hits give low values; hit rate 1.3% among 310,000; AID 588676; B-score at 10 µM; Q96LB2;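 active = calcium-response B-score plate-corrected more than 3 library SD below zero, starting fluorescence within 5 deviations, no agonist response on first addition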;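 note: peak minus trough fluorescence over baseline after final BAM8-22 challenge near maximal dose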
TRPC4 potent: allosterically enhances the mouse TRPC4 cation channel; Q9QUQ5; HEK293 TRPC4beta/mu-opioid, DAMGO EC20, Fluo-4 Ca2+ flux; hits give high values; B-score at 10 µM; hit rate 0.42% among 310,000; AID 2227;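 active = B-score of calcium response area above 5 SD of library B-scores, with initial fluorescence ratio within 5 SD of library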;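 note: B-score of integrated fluorescence ratio over time as area under calcium response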
TRPC6 activator: mouse TRPC6 channel activation | Q61143 | HEK293-TRPC6 membrane potential dye fluorescence; hits give high values | B-score at 10 µM | hit rate 0.13% among 310,000 | AID 2550;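 active = B-score of the integrated fluorescence ratio above library mean plus 3 SD, and starting fluorescence ratio within library mean plus 5 SD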;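 note: higher score means more depolarization so channel activation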
MrgX1 allo act: human MrgX1 positive allosteric modulation, primary screen; Q96LB2; MrgX1-HEK293, Fluo-4 calcium flux, FDSS; hits give high values; B-score at 10 µM; hit rate 0.63% among 310,000;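 active = plate-corrected calcium response at least 3 library SD above typical, normal starting fluorescence, not activating the receptor alone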;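 note: compound read alongside a low EC10 to EC30 dose of BAM8-22 agonist; peak minus trough fluorescence over baseline measured at the second addition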
AI-2 QS mod: modulators of Vibrio harveyi AI-2 quorum sensing system. Vibrio harveyi JMH597 AI-2 luminescence/OD600 ratio, 9 h; hits give low values; strain lacks LuxN and CqsS sensors; 0 = neutral-control median. activity change, % at 7.5 µM. hit rate 0.4% among 300,000; in the data active = activity change below about -75%, passing the limit was not always enough;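 note: luminescence divided by OD600 gain over 9 h not by final OD600 alone; inactives centre near 13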
TRPC4 block: inhibitors of mouse TRPC4 channel; HEK293 TRPC4beta/mu-opioid, DAMGO-evoked Fluo4 calcium flux; hits give low values; hit rate 0.39% among 300,000; B-score at 10 µM;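 active = B-score over 3 SD under the library average, no early fluorescence shift, positive overall ratio signal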
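Material: HEK293 cells with stable TRPC4beta plus mu-opioid receptor expression; probe or stimulus: DAMGO in two steps, submaximal then maximal; technique: Fluo4 calcium fluorescence by kinetic imaging, 5 s 1 Hz baseline; measure: integrated fluorescence ratio relative to baseline, converted to per-well B score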
MrgX1 agonist: human MrgX1 receptor agonism, primary screen | Q96LB2 | MrgX1-HEK293 cells, Fluo-4 calcium fluorescence, agonist mode; hits give high values | B-score at 10 µM | hit rate 0.44% among 310,000;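 active = calcium response B-score plate-corrected fluorescence ratio at least 3 library SD, with starting fluorescence B-score inside 5 SD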
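Material – MrgX1-expressing HEK293 cells · Input – 15,000 cells seeded per well · Dosing – compound as first of three additions · Times – overnight seeding, then 1 h dark dye loading · Measured by – kinetic Fluo-4 NW fluorescence of intracellular calcium · Read-out – B-scored fluorescence response ratio · Benchmarks – positive and negative control wells on each plate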
* hit, by the source's call; i = inactive; . = not tested or not shown.

Compound,TRPC4 agonist,TRPC6 inh,PolyA inh,HIF activator,MrgX1 antagonist,TRPC4 potent,TRPC6 activator,MrgX1 allo act,AI-2 QS mod,TRPC4 block,MrgX1 agonist
Nc1ccc(S(=O)(=O)NCC(=O)OCCOc2ccccc2)cc1[N+](=O)[O-],i,i,i,-0.1,i,i,i,i,28,i,i
CC(C)(Cc1ccccc1)/[N+]([O-])=C\c1ccc(C(F)(F)F)cc1,i,i,i,-0.1,i,i,i,i,3,i,i
COc1ccc(C)cc1NC(=O)c1ccc2c(c1)OCO2,i,i,i,1.0,i,i,i,i,16,i,i
CCN(CC)S(=O)(=O)c1cccc(-c2nnc(SCCCC(=O)c3ccccc3)o2)c1,i,i,i,0.8,i,i,i,i,15,i,i
COc1ccc(CN(C(=O)c2ccccc2OC)C2CCS(=O)(=O)C2)cc1 (stereo not given),i,i,i,-0.1,i,i,i,i,14,i,i
CC(CNC(=O)c1ccc(-c2ccccc2)cc1)CN(C)C (stereo not given),i,i,i,0.1,i,i,i,i,0,i,i
Cn1nc(C(F)(F)F)c2cc(C(=O)Nc3ccc(Cl)cc3)sc21,i,i,i,-0.1,i,i,i,i,23,i,i
COc1ccc(NC(=O)CCSCCC(=O)Nc2ccc(OC)cc2OC)c(OC)c1,i,i,i,-0.2,i,i,i,i,25,i,i
CC(NC(=O)CC12CC3CC(CC(C3)C1)C2)C(=O)O (stereo not given),i,i,i,.,i,i,i,i,30,i,i
Cc1ccnc(NC(=O)Cn2c(=O)oc3cc(S(=O)(=O)N4CCCC4)ccc32)c1,i,i,i,-0.2,i,i,i,i,3,i,i
COc1cccc(-c2nn(-c3ccccc3)cc2CN(C)Cc2ccno2)c1,i,i,i,-0.2,i,i,i,i,20,i,i
CCOC(=O)c1nn(-c2ccc(F)cc2)c(=O)cc1OCC(=O)Nc1ccc(OCC)cc1,i,i,i,-0.5,i,i,i,i,23,i,i
CCC(=O)N1c2ccc(S(=O)(=O)CCC(=O)NCc3cccs3)cc2CC1C (stereo not given),i,i,i,2.0,i,i,i,i,10,i,i
C(=C\CSc1ncn[nH]1)/CSc1ncn[nH]1,i,i,i,0.5,i,i,i,i,3,i,i
O=C1C(=O)N(CCN2CCOCC2)C(c2cccc(Cl)c2)/C1=C(\O)c1ccc2c(c1)OCCO2 (stereo not given),i,i,i,0.5,i,i,i,i,17,i,i
Cc1ccc(NC(=O)CNC(=O)c2ccc(C)o2)cc1,i,i,i,-2.2,i,i,i,i,9,i,i
COc1ccc(C2=NOC(C(=O)NC3CCCCC3)C2)cc1OC (stereo not given),i,i,i,-0.1,i,i,i,i,11,i,i
Cc1c(Cl)cccc1NC(=O)CCN1CCN(CCO)CC1,i,i,i,0.8,i,i,i,i,9,i,i
CC(CNC(=O)CCS(=O)(=O)c1ccc2c(c1)oc(=O)n2C)c1ccccc1 (stereo not given),i,i,i,-0.1,i,i,i,i,18,i,i
N#CC1=C(c2ccccc2)/C(=C/c2ccccc2)OC1=O,i,i,i,3.8,i,i,i,i,24,i,i
Cc1cccn2c(=O)c3cc(C#N)c(=O)n(-c4c(C)n(C)n(-c5ccccc5)c4=O)c3nc12,i,i,i,0.3,i,i,i,i,6,i,i
C=CCNc1nc(-c2ccc([N+](=O)[O-])cc2)cs1,i,i,.,3.3,i,i,i,i,4,i,i
S=c1[nH]nc(COc2ccccc2)n1/N=C/c1cccc(Br)c1,i,i,i,-8.4,i,i,i,i,39,i,i
CCOC(=O)C1CCN(C(=O)c2ccc3c(c2)C(=O)N(c2ccccc2C)C3=O)CC1,i,i,i,-0.3,i,i,i,i,15,i,i
Cn1c(SCC(=O)c2ccc(F)cc2)nc2cccnc21,i,i,i,2.3,i,i,i,i,24,i,i
COc1ccc(C(=O)CC(=O)C(=O)Nc2cc(C)ccc2C)cc1,i,i,i,1.7,i,i,i,i,6,i,i
CCc1ccccc1N1CC(C(=O)O)CC1=O (stereo not given),i,i,i,-0.6,i,i,i,i,21,i,i
CCc1nn(CCCC(=O)N2CCC(C)CC2)c(=O)c2cc3occc3n12,i,i,i,0.1,i,i,i,i,26,i,i
c1ccc(OCCOc2ncnc3ccccc23)cc1,i,i,i,2.7,i,i,i,i,-1,i,i
C#CCN(C(=O)CC1C(=O)NCCN1C/C=C/c1ccccc1)C1CCCCC1 (stereo not given),i,i,i,-0.6,i,i,i,i,11,i,i
CCn1cc(S(=O)(=O)Nc2ccccc2C(F)(F)F)cn1,i,i,i,-0.2,i,i,i,i,23,i,i
COCc1ccc(CN2CCCC(CCC(=O)NCc3cccc(OC)c3)C2)o1 (stereo not given),i,i,i,-0.1,i,i,i,i,5,i,i
Cc1ccc(C)c(NC(=O)CN(C)C(=O)CCN2C(=O)c3ccccc3C2=O)c1,i,i,i,-0.5,i,i,i,i,12,i,i
CC1CCc2c(C(=O)Nc3cccc(-c4nn[nH]n4)c3)csc2C1 (stereo not given),i,i,i,0.4,i,i,i,i,23,i,i
Cc1c(C(=O)N2CCN(Cc3ccccc3)CC2)sc2ncnc(N3CCOCC3)c12,i,i,i,-0.2,i,i,i,i,36,i,i
Cc1ccc(-c2csc(NC(=O)CCNC(=O)c3ccccc3Cl)n2)cc1,i,i,i,0.1,i,i,i,i,11,i,i
CC1=NN(C(C)C)C(=O)C1,i,i,i,-0.8,i,i,i,i,3,i,i
COc1ccc(-n2c(=O)c3ccccc3n(Cc3ccccc3F)c2=O)cc1OC,i,i,i,-0.4,i,i,i,i,10,i,i
O=C(Nc1ccon1)c1ccc(S(=O)(=O)N2CCCCCC2)cc1,i,i,i,0.3,i,i,i,i,23,i,i
Cc1cc(C(=O)Nc2ccc3[nH]ccc3c2)no1,i,i,i,3.1,i,i,i,i,12,i,i
CN(CC(=O)Nc1ccccc1Cl)C(=O)COC(=O)Cc1ccc(F)cc1,i,i,i,0.2,i,i,i,i,13,i,i
CC(=O)c1cccc(NS(=O)(=O)c2ccc3c(c2)N(C(C)=O)CCO3)c1,i,i,i,3.3,i,i,i,i,10,i,i
O=C(Cc1cccs1)NCCSc1c(-c2ccc(Cl)cc2)[nH]c2ccccc12,i,i,i,0.2,i,i,i,i,30,i,i
COc1ccccc1OCCNC(=O)C1CC(=O)N(Cc2ccc(C)cc2)C1 (stereo not given),i,i,i,-0.5,i,i,i,i,-2,i,i
COc1cccc(COc2ncnc3sccc23)c1,i,i,i,-0.2,i,i,i,i,13,i,i
CC(=O)c1ccc(C(=O)N2CCCC(CCC(=O)N(C)CCc3ccccn3)C2)s1 (stereo not given),i,i,i,-0.1,i,i,i,i,14,i,i
O=C(O)c1ccc2c(c1)S(=O)(=O)N=C1CCCCCN12,i,i,i,-0.3,i,i,i,i,12,i,i
COc1ccc2oc(=N)c(C(=O)Nc3ccccc3Cl)cc2c1,i,i,i,3.0,i,i,i,i,-4,i,i
Cc1noc(/C=C/c2ccco2)c1S(=O)(=O)N1CCC(C(=O)N2CCc3ccccc32)CC1,i,i,i,-0.3,i,i,i,i,15,i,i
CC(NC(=O)OC(C)(C)C)C(=O)N1CCCC1C(=O)NC(Cc1ccccc1)C(N)=O (stereo not given),i,i,i,-0.3,i,i,i,i,29,i,i
CCN(CC(=O)Nc1c(F)cccc1F)C(=O)Cc1n[nH]c(=O)c2ccccc12,i,i,i,-0.2,i,i,i,i,14,i,i
O=C(c1ccco1)N1CCN(c2ccc(Cl)cc2)CC1,i,i,i,4.4,i,i,i,i,15,i,i
COc1ccc(C)cc1-n1[nH]nnc1=S,i,i,i,0.3,i,i,i,i,10,i,i
O=C(O)CC(Cc1ccc(Cl)cc1)C(=O)NCC12CC3CC(CC(C3)C1)C2 (stereo not given),i,i,i,0.8,i,i,i,i,21,i,i
Cc1cc(F)ccc1NC(=O)c1ccc(NS(=O)(=O)c2cc(C(C)(C)C)ccc2C)cc1,i,i,i,-1.1,i,i,i,i,21,i,i
O=C(NCC1CCCO1)C1CCCN(S(=O)(=O)c2cccc3nsnc23)C1 (stereo not given),i,i,i,0.7,i,i,i,i,10,i,i
COc1cccc(-c2nc(CS(=O)(=O)CC(=O)NCCCN3CCN(C)CC3)c(C)o2)c1,i,i,i,-0.2,i,i,i,i,5,i,i
COc1cc(C(=S)N2CCCC2)ccc1OCc1ccc(C)cc1,i,i,i,1.8,i,i,i,i,-6,i,i
COc1ccc(C(=O)n2cnc3ccccc32)cc1,i,i,i,0.2,i,i,i,i,11,i,i
C=CCN(CC=C)CCOc1cccc(Oc2ccccc2)c1,i,i,i,-0.2,i,i,i,i,-24,i,i
COc1cccc(-c2ccc3c(N)c(C(=O)NC4CC4)sc3n2)c1,i,i,i,0.7,i,i,i,i,-8,i,i

Not all compounds are listed (hit frequency here may not be typical).
